Bioassay records deposited in PubChem BioAssay by several laboratories.
ssDAF12 agonist: S. stercoralis DAF-12 activation, primary screen. HEK293 ssDAF-12/GRIP1 lit1-tk-luc reporter, luminescence; % of 3 µM dafachronic acid response. activation, % at 6.8 µM. 1% of 370,000 active;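 active means activation above the mean over all tested compounds plus 3 SD, cut at about 0.9% in these data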;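 further: 0% = DMSO-only wells and 100% = 3 µM delta7-dafachronic acid wells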
sPLA2-III inh: Blocks human group III sPLA2 activity | Q9NZ20 | QFRET BODIPY PC-A2 liposome hydrolysis, fluorescence | inhibition, % at 12.2 µM | 0.56% of 370,000 active | AID 743126;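 active means inhibition above mean plus 3 SD of compounds lying within the high and low control bounds, cut at about 19% in these data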;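 further: 0% = median of test compound wells and 100% = no enzyme DMSO wells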
Target sequence (Q9NZ20 whole entry, looked up): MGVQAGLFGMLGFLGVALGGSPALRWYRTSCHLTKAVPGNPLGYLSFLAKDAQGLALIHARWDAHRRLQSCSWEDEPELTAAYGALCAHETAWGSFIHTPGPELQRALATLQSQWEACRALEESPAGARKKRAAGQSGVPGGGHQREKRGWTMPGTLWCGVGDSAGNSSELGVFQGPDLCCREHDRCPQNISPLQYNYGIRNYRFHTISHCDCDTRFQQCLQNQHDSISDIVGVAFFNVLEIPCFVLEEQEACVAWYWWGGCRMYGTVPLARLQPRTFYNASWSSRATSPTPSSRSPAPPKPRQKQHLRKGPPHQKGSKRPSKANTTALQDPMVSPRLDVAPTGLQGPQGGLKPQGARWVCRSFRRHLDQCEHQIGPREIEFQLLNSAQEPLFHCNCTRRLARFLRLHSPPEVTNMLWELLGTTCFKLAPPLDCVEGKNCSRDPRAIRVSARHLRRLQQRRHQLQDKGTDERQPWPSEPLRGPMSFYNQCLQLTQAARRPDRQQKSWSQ
DAX1 inh-1: DAX1 (NR0B1) inhibition, primary screen; inhibition, % at 6.8 µM; HEK293T StAR-luciferase reporter, SF-1/DAX-1 repression relief; AID 652010; 1.1% of 370,000 active;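 active means inhibition above the mean over all tested compounds plus 3 SD, cut at about 3.6% in these data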;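 further: 0% = DAX-1 cells with DMSO and 100% = cells lacking DAX-1 with DMSO; higher inhibition means more luminescence from relief of DAX-1 repression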
GC-A act: GC-A (human) enzyme activation; P16066; HEK293 GC-A cells, cGMP TR-FRET, EC30 ANP; 0% at EC30 ANP, 100% saturating ANP; activation, % at 10 µM; 0.14% of 370,000 active; AID 1671463; in the data active means activation above about 40%
GAA850 FXN act: activators of GAA850 frataxin (FXN) promoter. HEK293 lucGAA850 FXN promoter luciferase reporter, 24 h; percent of 10 µM SAHA response. activation, % at 6 µM. 0.56% of 360,000 active. AID 540364;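 active means activation above the average of all compounds screened plus 3 SD, cutoff fixed separately per campaign, cut at about 7.5% in these data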;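 further: 0% = DMSO wells and 100% = 10 µM SAHA wells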
hgDAF-12 ag: hgDAF-12 agonism, primary luciferase screen. HEK293 GAL4-hgDAF12 UAS-luciferase reporter, agonist luminescence; normalized to butyrate control. activation, % at 6.8 µM. 1.8% of 370,000 active. AID 687014;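 active means activation above a cutoff set at the mean of all screened compounds plus 3 SD, cut at about 10% in these data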;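 further: 0% = DMSO wells and 100% = sodium butyrate wells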
hcDAF12 agonist: H. contortus DAF-12 activation, primary screen. HEK293 hcDAF-12 lit1-tk-luc reporter, luminescence; 0% DMSO, 100% Δ7-dafachronic acid. activation, % at 6.8 µM. 1.4% of 370,000 active;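 active means activation above the mean of all tested compounds plus 3 SD, cut at about 5.5% in these data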;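 further: 100% = response to 3 µM Δ7-dafachronic acid high control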
KLK7 zymogen act: proKLK7 (human) activation, primary screen. activation, % at 7 µM. 0.9% of 370,000 active. P49862. purified proKLK7, EDANS-DABCYL substrate fluorescence; 100% is mature enzyme control, 0% vehicle. AID 652039;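 active means activation above the mean of all tested compounds plus 3 SD, computed per campaign excluding outliers beyond control limits, cut at about 13% in these data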
Target sequence (P49862 whole entry, looked up): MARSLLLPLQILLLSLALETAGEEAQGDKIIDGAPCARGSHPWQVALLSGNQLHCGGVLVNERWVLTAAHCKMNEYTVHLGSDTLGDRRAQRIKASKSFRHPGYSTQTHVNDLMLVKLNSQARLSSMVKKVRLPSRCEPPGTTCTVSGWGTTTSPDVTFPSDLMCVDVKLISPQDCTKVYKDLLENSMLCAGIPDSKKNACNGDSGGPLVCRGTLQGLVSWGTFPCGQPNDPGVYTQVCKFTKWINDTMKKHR
GC-B act: GC-B (human) receptor activation | P20594 | HEK293-GC-B cells, CNP EC30, cGMP TR-FRET; 0% at EC30 CNP, 100% saturating CNP | activation, % at 10 µM | 0.11% of 370,000 active | AID 1920062;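 active means activation at 10 µM reaching about 35% in either raw or pattern-adjusted values, limit read from the data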
SMARCA2 activ: increases SMARCA2 function in MMTV reporter cells; MG213 cells, MMTV-luciferase reporter, dexamethasone, overnight; 1% of 370,000 active; activation, % at 9.1 µM; in the data active means activation above about 7.8%;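 further: 0% = vehicle wells and 100% = reference activator wells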
DAX1 inh-2: inhibits human nuclear receptor DAX1; AID 504766; 0.99% of 340,000 active; inhibition, % at 6.75 µM; HEK293 Gal4-DAX1 luciferase reporter, luminescence; P51843;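 active means inhibition above the mean over all tested compounds plus 3 SD, cut at about 4.2% in these data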;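 further: 0% = DAX1-transfected cells with DMSO and 100% = empty-vector control cells with DMSO; inhibition shows as a rise in luminescence from relieved DAX1 repression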
Target sequence (P51843 207-470 limits assumed): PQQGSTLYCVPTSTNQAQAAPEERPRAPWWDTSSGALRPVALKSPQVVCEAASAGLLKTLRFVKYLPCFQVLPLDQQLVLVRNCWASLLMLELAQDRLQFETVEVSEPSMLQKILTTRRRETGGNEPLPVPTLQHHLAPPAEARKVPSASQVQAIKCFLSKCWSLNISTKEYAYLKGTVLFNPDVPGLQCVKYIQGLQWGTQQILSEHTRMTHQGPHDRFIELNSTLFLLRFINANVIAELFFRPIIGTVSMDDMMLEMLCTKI
Numbers without * were called inactive; · = not tested or not shown. This is a random part of the collection. Share with any hit: about 6.7%.

SMILES	ssDAF12 agonist	sPLA2-III inh	DAX1 inh-1	GC-A act	GAA850 FXN act	hgDAF-12 ag	hcDAF12 agonist	KLK7 zymogen act	GC-B act	SMARCA2 activ	DAX1 inh-2
COc1cc(-c2cc3nc(C)c(C)c(=O)n3[nH]2)cc(OC)c1OC	-2.0	3.4	-0.2	5.3	2.0	-0.6	-0.3	-10.8	-7.8	-1.6	0.4
CCn1cc(C(=O)NC2CCCc3c2cnn3-c2cccc(C)c2C)cn1 (stereo not given)	-2.3	7.2	-4.3	-1.3	-7.5	-10.4	-3.8	0.4	1.6	-4.7	-3.3
CCc1ccc(S(=O)(=O)N2CCN(Cc3ccco3)CC2)cc1	-1.1	-2.1	-1.0	-0.3	0.7	-1.2	-1.3	0.1	-1.9	-2.8	0.6
COC(=O)c1cc(NC(=O)COC(=O)C2COc3ccccc3O2)cc(C(=O)OC)c1 (stereo not given)	-0.2	6.6	0.1	-12.8	-1.2	-2.3	0.7	0.2	-1.7	-3.8	-0.5
CCOc1ccccc1NC(=O)c1oc2ccccc2c1NC(=O)C1CCCO1 (stereo not given)	-0.2	2.2	-0.8	3.7	-0.1	-0.3	0.9	-0.1	0.9	-3.0	1.8
COc1cc(C(=O)Nc2c(C)cc(C)cc2C)c([N+](=O)[O-])cc1OC	-1.3	3.4	-0.6	-1.2	1.1	-1.4	-1.2	-1.2	0.9	-2.7	2.4
C=CS(=O)(=O)N(Cc1nnn(Cc2ccccc2)c1Br)[C@H](C(=O)OC)C(C)C	-1.8	5.0	-2.9	-1.5	·	-3.4	-3.1	-0.4	5.5	3.9	·
Cc1cc(C(F)F)n2nc(C(=O)Nc3ccccc3F)nc2n1	-1.0	2.8	-0.6	-2.6	-0.2	0.9	-1.5	0.0	-3.1	0.3	1.0
CCOc1ccc(/C=C2\SC(=S)N(C(C(=O)O)c3ccccc3)C2=O)cc1OC (stereo not given)	-1.4	-6.3	-0.2	-7.0	0.8	-2.2	-1.3	0.1	-1.5	2.5	0.1
O=C1C2C3C=CC(C2C(=O)N1c1cccc(O)c1)C1C2C(=O)N(c4cccc(O)c4)C(=O)C2C31 (stereo not given)	-0.8	-19.4	-0.7	0.6	0.5	1.9	-0.8	0.6	1.8	1.6	-0.7
Cc1ccc2[nH]cc(C(=O)CN3CCC4(CC3)OCCO4)c2c1	-0.6	2.6	0.2	-2.5	0.8	-3.3	0.3	-0.7	2.3	0.1	1.0
O=[N+]([O-])c1ccc(N2CCCCC2)nc1	-1.5	-1.2	0.2	-1.4	3.3	1.5	-0.9	-0.3	-1.8	-2.9	2.3
CC(C)(C)NC(=O)CSc1nc(-c2ccc(F)cc2)cs1	-0.8	5.3	2.8	1.3	5.9	11.7*	7.2*	0.5	1.2	-1.6	2.8
CC(C)c1ccc(OCC(=O)N(c2ccccn2)C2CCCCC2)cc1	-1.5	1.2	-0.3	0.5	-0.9	-3.6	-2.1	0.4	3.8	-2.4	-1.1
COC(=O)CN=Cc1c(O)n(-c2ccc(Cl)cn2)c(=O)c2ccccc12	-1.9	4.3	-0.6	2.0	3.6	-0.6	-0.7	6.8	8.7	0.9	0.2
O=C(NC1CCCC1)C(c1ccccn1)N(C(=O)c1csnn1)c1ccccc1F (stereo not given)	-1.1	12.2	-0.3	-1.3	2.8	-3.2	-1.2	-0.7	2.4	-4.5	-0.2
Clc1ccc(-c2cn3cccnc3n2)cc1Cl	-0.3	2.5	0.9	-5.6	5.5	6.4	0.4	5.6	-3.4	2.6	3.7
CN(C)c1nc(N)nc(/C(C#N)=C/C2CC3C=CC2C3)n1 (stereo not given)	-1.0	-0.5	-0.3	5.9	1.7	2.5	0.3	0.9	-3.3	0.9	0.9
Cc1cc(NC(=O)c2cccc(N3C(=O)CCC3=O)c2)no1	-1.8	-4.1	-0.4	-2.0	0.0	0.3	-1.0	0.7	0.8	-0.9	0.2
CN(C)CCCNC1=CC(=O)OC12CCCCC2	-1.0	-4.1	-0.2	1.0	-2.5	0.7	0.1	-0.6	-8.1	-2.3	0.4
CCN(CC)C(=O)CC[C@H]1CC[C@]2(CCCN(Cc3nccs3)C2)O1	-1.1	12.9	0.0	-1.2	·	-1.2	-2.9	0.0	-3.5	-4.9	·
COc1cc(CNc2nc(C)c([N+](=O)[O-])c(C)c2C#N)cc(OC)c1	-0.7	-0.7	-0.1	-9.2	-0.7	1.2	-1.0	-1.0	1.6	-1.5	-0.3
COC(=O)[C@]12C[C@H](CC(=O)NCCc3ccccc3OC)C(=O)N(Cc3cccc4ccccc34)C1=C[C@H](C(C)C)O[C@@H]2C1CC1	-1.6	-1.1	0.3	-9.2	·	-3.1	-0.7	0.5	0.3	0.5	·
CCOC(=O)N1CCN(c2cc(C)nc3nc(C)nn23)CC1	-1.5	9.3	0.2	-2.2	0.5	-1.0	-1.7	0.0	-6.0	-1.3	1.0
CC(C)N(C)CCOC(=O)c1ccc2c(c1)OCCO2	-0.3	4.2	-0.5	1.9	2.9	2.4	1.3	0.2	4.1	-0.7	2.3
O=C1CCCc2c1cc(C(=O)O)c(=O)n2-c1ccccc1	-0.7	-1.7	0.2	-2.8	4.5	1.9	-2.1	-1.2	5.7	-1.4	-0.4
CC(SC(=S)N1CCCC1)C(=O)O (stereo not given)	-0.1	-1.1	-0.1	-0.7	3.5	2.7	-2.1	0.6	0.9	3.5	·
CCOC(=O)N1CCN(S(=O)(=O)N2CCCC(C(=O)NCCCN3CCCCC3)C2)CC1 (stereo not given)	-1.2	1.6	0.0	-0.8	0.4	2.4	-1.0	-0.1	0.6	-3.9	-0.5
COc1ccc(C(=O)c2ccc(OC)c(N)c2)cc1N	-0.4	6.3	-0.4	0.7	-1.4	5.7	1.6	-0.1	0.9	2.3	-1.6
CC(=C/c1ccccc1)/C=N/Nc1nc(N2CCCCC2)nc(N2CCCCC2)n1	-2.2	-2.0	0.2	-3.6	1.4	3.5	0.0	-0.3	0.8	0.8	0.4
COc1ccc(C(=O)Nc2cc(OC)nc(OC)n2)cc1	0.0	4.0	2.5	5.7	3.5	11.9*	3.5	-0.3	-3.1	7.6	0.8
Cn1c(CSc2nc3ccccc3s2)nnc1SCC(=O)NCc1ccccn1	-0.3	1.9	1.8	-5.0	-1.0	3.1	0.3	0.3	3.2	-4.2	0.7
O=C1c2ccccc2C(=O)N1CCCCCCc1ccccc1	-1.4	3.6	1.9	-1.1	2.1	-1.1	-0.9	-0.6	-1.6	0.4	0.5
Cc1cccc(-c2nsc(SCC(=O)NCc3ccc4c(c3)OCO4)n2)c1	-1.1	1.1	-0.8	-4.2	-0.6	0.2	-3.1	-0.3	-0.3	4.1	0.3
O=C(CN1CCOCC1)Nc1ccc(Oc2ccccc2)cc1	-0.9	3.8	-0.2	4.9	1.4	-0.5	-1.0	0.2	-0.6	2.7	0.2
O=C(Cc1sc(Nc2ccccc2)nc1-c1ccccc1)NCc1ccccn1	0.2	-2.2	3.1	-0.7	5.2	10.9*	6.0*	-0.6	0.3	3.0	3.7
CN(C)S(=O)(=O)c1cccc(NC(=O)COC(=O)c2cc(=O)[nH]c(=O)[nH]2)c1	-1.2	-2.0	0.1	-2.3	0.3	-2.5	0.5	0.6	-2.6	-0.3	-1.1
COc1cc([N+](=O)[O-])ccc1NC(=S)NC(=O)CC(C)(C)C	-1.1	9.6	-0.3	-0.9	-1.9	2.1	0.2	-0.1	-1.4	-3.3	-0.2
O=C(CSc1nc2ccccc2s1)N/N=C/c1cc([N+](=O)[O-])ccc1O	-0.8	-0.1	0.1	2.3	-2.5	0.0	2.2	-0.3	-1.5	1.6	-1.2
CCOc1ccc(C(=O)CCC(=O)NCC(=O)OCc2ccccc2)cc1OCC	-1.4	4.3	0.3	-0.5	2.1	-1.7	0.3	0.8	-6.7	-1.5	-1.4
Cc1ccc(C(C)C)c(OCCNCCc2ccccc2)c1	-0.8	-1.6	-0.3	-40.0	-6.0	1.6	-2.0	-0.2	-13.7	-1.2	-1.1
CCOC(=O)CSc1nc(-c2ccccc2)cc(C(F)(F)F)n1	-0.8	9.7	-0.9	4.4	1.0	-0.6	0.9	-0.6	2.8	-0.9	-1.2
CC(c1ccon1)N(C)C(=O)CCc1nnc(CCCCc2ccccc2)o1 (stereo not given)	-1.6	-4.9	0.4	2.6	2.7	6.9	-0.5	0.1	-5.0	2.9	0.6
COc1cc2c(cc1NC(=O)Nc1ccc(F)cc1)oc1ccccc12	-1.3	10.1	0.1	-2.3	-2.3	0.8	0.8	0.0	-9.1	0.4	0.0
COC(=O)c1ccc(CN2CCN(Cc3ccc(C(=O)OC)o3)CC2)o1	-0.9	-0.1	-0.4	1.1	1.3	-1.4	-1.5	-0.6	8.5	-3.7	0.6
CCCC(=O)Nc1nc2n(n1)C(c1ccccc1)CC(=O)N2 (stereo not given)	-0.7	-2.5	-0.6	0.6	-0.3	0.8	-0.4	0.0	2.0	-2.2	1.0

Grouped by structure, the entries above with a halogen
SMILES	ssDAF12 agonist	sPLA2-III inh	DAX1 inh-1	GC-A act	GAA850 FXN act	hgDAF-12 ag	hcDAF12 agonist	KLK7 zymogen act	GC-B act	SMARCA2 activ	DAX1 inh-2
C=CS(=O)(=O)N(Cc1nnn(Cc2ccccc2)c1Br)[C@H](C(=O)OC)C(C)C	-1.8	5.0	-2.9	-1.5	·	-3.4	-3.1	-0.4	5.5	3.9	·
Cc1cc(C(F)F)n2nc(C(=O)Nc3ccccc3F)nc2n1	-1.0	2.8	-0.6	-2.6	-0.2	0.9	-1.5	0.0	-3.1	0.3	1.0
CC(C)(C)NC(=O)CSc1nc(-c2ccc(F)cc2)cs1	-0.8	5.3	2.8	1.3	5.9	11.7*	7.2*	0.5	1.2	-1.6	2.8
COC(=O)CN=Cc1c(O)n(-c2ccc(Cl)cn2)c(=O)c2ccccc12	-1.9	4.3	-0.6	2.0	3.6	-0.6	-0.7	6.8	8.7	0.9	0.2
O=C(NC1CCCC1)C(c1ccccn1)N(C(=O)c1csnn1)c1ccccc1F (stereo not given)	-1.1	12.2	-0.3	-1.3	2.8	-3.2	-1.2	-0.7	2.4	-4.5	-0.2
Clc1ccc(-c2cn3cccnc3n2)cc1Cl	-0.3	2.5	0.9	-5.6	5.5	6.4	0.4	5.6	-3.4	2.6	3.7
CCOC(=O)CSc1nc(-c2ccccc2)cc(C(F)(F)F)n1	-0.8	9.7	-0.9	4.4	1.0	-0.6	0.9	-0.6	2.8	-0.9	-1.2
COc1cc2c(cc1NC(=O)Nc1ccc(F)cc1)oc1ccccc12	-1.3	10.1	0.1	-2.3	-2.3	0.8	0.8	0.0	-9.1	0.4	0.0
